High-throughput results: PubChem BioAssay, several laboratories
PfHsp90 set2: reduces growth (ATP signal) of yeast expressing P. falciparum Hsp90; S. cerevisiae expressing PfHsp90, BacTiter-Glo ATP, 48 h; yeast lacking PDR1 and PDR3 efflux regulators; inhibition, % at 9.4 µM; actives 0.32% (n = 310,000); AID 504621;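 active = every replicate shows inhibition above about 80%, whatever the replicate mean, limit read from the data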;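 note: 0% = DMSO neutral controls and 100% = 20 µM radicicol positive controls; yeast relying on Plasmodium falciparum Hsp90 in place of its own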
OPRM1-OPRD1 inv: mu-delta opioid heterodimer inverse agonism; cell-based MOR-DOR heterodimer luminescence; inhibition, % at 9.3 µM; actives 0.21% (n = 340,000); in the data active = inhibition above about 22%, passing the limit was not always enough;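 note: 0% = cells with DMSO and 100% = wells without cells with DMSO; values of inactives mirror those of a sister screen read the other way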
Target sequence (P35372 whole entry, looked up): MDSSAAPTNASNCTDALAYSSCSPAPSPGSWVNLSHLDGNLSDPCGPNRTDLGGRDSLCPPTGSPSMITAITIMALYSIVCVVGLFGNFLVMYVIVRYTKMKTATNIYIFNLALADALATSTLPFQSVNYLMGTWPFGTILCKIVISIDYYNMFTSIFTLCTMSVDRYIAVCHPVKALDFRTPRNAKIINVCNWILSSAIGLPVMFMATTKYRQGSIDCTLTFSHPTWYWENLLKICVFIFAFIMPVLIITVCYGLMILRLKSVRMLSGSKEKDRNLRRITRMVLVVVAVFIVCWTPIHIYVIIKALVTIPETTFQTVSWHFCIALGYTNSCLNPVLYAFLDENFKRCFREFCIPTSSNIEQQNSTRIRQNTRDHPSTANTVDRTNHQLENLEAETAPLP
Target sequence (P41143 whole entry, looked up): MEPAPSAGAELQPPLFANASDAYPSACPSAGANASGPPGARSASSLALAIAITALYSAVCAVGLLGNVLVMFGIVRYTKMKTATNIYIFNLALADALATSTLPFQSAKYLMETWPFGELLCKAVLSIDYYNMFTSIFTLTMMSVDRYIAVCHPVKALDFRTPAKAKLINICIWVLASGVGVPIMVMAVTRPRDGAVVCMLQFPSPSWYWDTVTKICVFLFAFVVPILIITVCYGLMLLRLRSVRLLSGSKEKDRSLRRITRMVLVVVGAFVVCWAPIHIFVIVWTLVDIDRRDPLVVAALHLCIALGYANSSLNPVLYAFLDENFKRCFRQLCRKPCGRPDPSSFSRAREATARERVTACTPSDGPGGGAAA
AddAB inh: less growth of phage-infected E. coli with AddAB | E. coli expressing H. pylori AddAB, absorbance growth | actives 0.29% (n = 330,000) | inhibition, % at 11.9 µM; in the data active = inhibition above about 12%;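 note: 0% = vehicle wells of infected cells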
Mot1-301 SUMO: blocks SUMOylation pathway, rescuing yeast Mot1-301 growth | growth rescue, % at 18.8 µM | S. cerevisiae Mot1-301 growth rescue, ATP luminescence, 38.5C; percent above DMSO median, 100 means doubled | actives 1% (n = 320,000) | AID 2716;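 active = every valid replicate shows activation above 250% relative to neutral control wells; inactive = the rest, any valid replicate at or below 250%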;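 note: OY570 slx delta 5 strain wells were the positive control but not used for scaling; some compounds called inactive have numbers as strong as hits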
Ecoli viability: counter-screen for AddAB inhibitors: E. coli growth inhibition | E. coli V3065 growth, OD600 absorbance, 18 h | inhibition, % at 11.9 µM | actives 0.27% (n = 330,000) | AID 449728;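 active = inhibition above the campaign's mean inhibition across all tested compounds plus 3 SD, cut at about 9.9% in these data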;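 note: uninfected addAB+ strain grown without phage in ampicillin broth; 0% = DMSO wells and 100% = ciprofloxacin 0.95 µg/ml wells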
HTR5A inv ctr: HTR5A inverse agonism, opioid heterodimer counter-screen | P47898 | inhibition, % at 9.3 µM | AID 504634 | HTR5A cell line, luminescence | actives 0.083% (n = 340,000); in the data active = inhibition mostly above about 23%, no sharp cut-off; inactive = mostly below about 18%;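 note: 0% = cells with DMSO and 100% = no-cell wells with DMSO; some compounds called inactive have numbers as strong as hits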
HTR5A ag: HTR5A agonism, opioid heterodimer counter-screen | P47898 | HTR5A agonist assay, luminescence, cell-based | activation, % at 9.3 µM | actives 0.61% (n = 340,000); in the data active = activation mostly above about 9.5%, no sharp cut-off; inactive = mostly below about 7.6%;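 note: 0% = cells with vehicle only and 100% = reference agonist; strong numbers were not always called active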
MOR-DOR ag: agonists of human mu-delta opioid receptor heterodimerization; P35372+P41143; cells, OPRM1-OPRD1 heterodimerization, luminescence; activation, % at 9.3 µM; actives 0.3% (n = 340,000); AID 504326; in the data active = activation above about 18%;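 note: 0% = vehicle-treated cells and 100% = reference agonist; values of inactives mirror those of a sister screen read the other way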
phage Ecoli inh: E. coli growth loss with phage present | AID 651602 | growth absorbance | actives 0.26% (n = 360,000) | inhibition, % at 11.9 µM; in the data active = inhibition above about 11%
PKA-R1A act: PKA-R1A complex activation; P00514+P68181; PKA-R1A dissociation, Cy5-IP20 fluorescence polarization; scaled: DMSO 0%, 113 µM cGMP 100%; activation, % at 11.4 µM; actives 0.083% (n = 340,000); AID 504707;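 active = percent activation above the mean of all tested compounds plus 3 SD, cut at about 19% in these data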;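 note: higher means more PKAc released from R1A so a rise in polarization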
Pemphigus Ab inh: blocks pemphigus antibody binding to human desmoglein-3; DSG3-coupled beads, scFv-anti-DSG3-GFP binding, flow cytometry; active compounds read low; binding (percent of control), % at 10 µM; actives 0.48% (n = 310,000);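 active = binding more than 3 SD below its plate's average and above zero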;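 note: hits lower antibody fragment binding to DSG3; some compounds called inactive have numbers as strong as hits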
An asterisk follows results filed as active; x = not tested or not shown.

item	Molecule	Pemphigus Ab inh	PfHsp90 set2	HTR5A ag	AddAB inh	PKA-R1A act	OPRM1-OPRD1 inv	phage Ecoli inh	HTR5A inv ctr	MOR-DOR ag	Mot1-301 SUMO	Ecoli viability
1	COc1ccc(NC(=O)N(C)C[C@H]2Oc3ccc(NS(=O)(=O)c4c(C)noc4C)cc3C(=O)N([C@H](C)CO)C[C@@H]2C)cc1	99	-10	1	1.2	3	14	4.5	-9	-2.4	98	-1.0
2	Clc1ccc(CNc2ccc(CNc3ncn[nH]3)cc2)cc1	111	-15	2	1.6	-2	0	1.1	-6	0.0	-15	-0.4
3	COC(C(=O)Nc1ccnn1C1CCN(Cc2ccc(CO)o2)CC1)c1ccccc1 (configuration not stated)	100	-8	-2	3.4	-6	8	4.2	17	-1.5	-8	1.4
4	Clc1ccc(/C=N/Nc2ncnc3nc[nH]c23)cc1	99	15	5	1.5	-4	-1	0.5	22	0.2	x	0.5
5	CCC(Oc1ccccc1)C(=O)N1CC(C)CC(C)C1 (configuration not stated)	x	x	-3	1.6	-10	13	1.7	7	-2.2	19	-0.3
6	CCOC(=O)C1(Cc2cccc(Cl)c2)CCCN(C(=O)c2cccnc2)C1 (configuration not stated)	101	-9	2	-1.8	-11	9	2.0	-5	-1.8	-5	-0.7
7	CCC(=O)Nc1ccc(S(=O)(=O)Nc2ccc(Cl)nn2)cc1	102	-37	-2	-0.3	0	11	3.0	-10	-2.4	20	0.6
8	O=C1c2ccccc2C(=O)N1Cc1ccccc1F	x	8	-4	2.5	6	1	1.7	11	-0.2	-8	1.3
9	COc1ccc(C(=O)Cn2c(C)nc([N+](=O)[O-])c2Br)cc1	108	16	3	1.0	-10	10	1.9	-20	-1.8	69	-1.1
10	C#CCOCCOCCOCCNc1nc(N2CCN(C(=O)[C@H](CCCCN)n3cc([C@@H](N)CC(C)C)nn3)CC2)nc(N2CCN(C(=O)[C@H](CCCCN)n3cc([C@@H](N)CC(C)C)nn3)CC2)n1	111	-14	0	3.1	-5	14	x	-2	-3.0	-13	-2.0
11	O=[N+]([O-])c1ccccc1S(=O)(=O)n1nnc2ccccc21	103	3	-3	1.4	7	0	5.8	10	0.0	-13	1.3
12	O=C(COc1ccc(S(=O)(=O)NC2CCCCC2)cc1)NCCC1=CCCCC1	x	0	0	-0.6	-17	-9	1.3	4	2.2	7	-1.6
13	COCCN(C(=O)COC(=O)c1cccs1)c1c(N)n(Cc2ccccc2)c(=O)[nH]c1=O	102	24	-4	-3.4	3	1	2.6	-27	-0.2	-11	-0.1
14	COc1ccc(N(CC(=O)N2CCN(c3ccccc3)CC2)S(=O)(=O)c2ccc(C)cc2)cc1	112	-14	-6	-1.5	-11	3	-1.8	17	-0.8	-17	0.7
15	O=C(NCc1ccccc1)c1ccc(CS(=O)(=O)c2ccc(Br)cc2)o1	100	-6	2	2.4	-13	13	1.7	-14	-2.5	118	0.2
16	CC12CCC(=O)N1C(C(=O)Nc1cccc(S(=O)(=O)N3CCCCCC3)c1)CS2 (configuration not stated)	103	x	5	1.2	-10	-4	0.1	-12	0.8	11	4.3
17	CCOC(=O)C(Cc1ccccc1)C(=O)Nc1ccccc1C (configuration not stated)	99	-9	6	1.1	2	2	2.1	1	-0.3	-10	-0.8
18	O=C(NCCc1ccccc1)C1CCN(S(=O)(=O)c2cccc3nsnc23)CC1	97	-9	4	1.8	-5	7	3.2	10	-1.2	-5	-2.0
19	Cc1ccccc1OCC(O)Cn1c(NCCN(C)C)nc2c1c(=O)n(C)c(=O)n2C (configuration not stated)	116	-18	2	0.3	2	4	1.8	-5	-0.9	107	-0.4
20	COc1ccc2oc(=O)c(C(=O)N3CCc4ccccc43)cc2c1	99	-8	15*	1.2	-4	4	0.1	-6	-0.8	-13	-2.2

From entry 17 to 20, as listed above:
item	Molecule	Pemphigus Ab inh	PfHsp90 set2	HTR5A ag	AddAB inh	PKA-R1A act	OPRM1-OPRD1 inv	phage Ecoli inh	HTR5A inv ctr	MOR-DOR ag	Mot1-301 SUMO	Ecoli viability
17	CCOC(=O)C(Cc1ccccc1)C(=O)Nc1ccccc1C (configuration not stated)	99	-9	6	1.1	2	2	2.1	1	-0.3	-10	-0.8
18	O=C(NCCc1ccccc1)C1CCN(S(=O)(=O)c2cccc3nsnc23)CC1	97	-9	4	1.8	-5	7	3.2	10	-1.2	-5	-2.0
19	Cc1ccccc1OCC(O)Cn1c(NCCN(C)C)nc2c1c(=O)n(C)c(=O)n2C (configuration not stated)	116	-18	2	0.3	2	4	1.8	-5	-0.9	107	-0.4
20	COc1ccc2oc(=O)c(C(=O)N3CCc4ccccc43)cc2c1	99	-8	15*	1.2	-4	4	0.1	-6	-0.8	-13	-2.2

Following part
item	Molecule	Pemphigus Ab inh	PfHsp90 set2	HTR5A ag	AddAB inh	PKA-R1A act	OPRM1-OPRD1 inv	phage Ecoli inh	HTR5A inv ctr	MOR-DOR ag	Mot1-301 SUMO	Ecoli viability
21	CCOC(=O)c1c(CSc2ccc(C)cc2)oc2ccc(O)cc12	102	3	5	2.3	-17	-43	0.8	-13	8.5	-3	0.8
22	CCOC(=O)Cc1c(C)nc2cc(-c3ccc(Cl)cc3)[nH]n2c1=O	97	13	-1	0.9	1	4	4.1	-20	-0.7	0	-0.8
23	CCOC(=O)Cn1c(=O)oc2cc(S(=O)(=O)N3CCN(C(=O)c4ccco4)CC3)ccc21	97	-71	2	2.4	-5	-4	1.3	14	0.6	0	1.2
24	O=C(c1ccc(-c2ccccc2)cc1)N1CCN(Cc2ccccn2)CC1	107	-5	-3	x	-7	6	1.8	6	-1.0	x	x
25	CCOc1cc(C)c(S(=O)(=O)Nc2ccc(F)cc2)cc1C	98	x	10	1.5	0	-96	1.0	-11	19*	-17	-1.0
26	CCC(C)NC(=O)C1c2ccccc2C(=O)N1Cc1cc(OC)ccc1OC (configuration not stated)	114	14	7	-0.5	-7	13	14*	6	-2.5	2	1.4
27	O=C(CC1CCCCC1)NCc1ccc(F)cc1	115	x	-1	2.1	-13	0	-1.1	1	-0.1	111	0.5
28	Cc1nc2ncnn2c(C)c1CCC(=O)Oc1ccccc1	107	-6	2	-1.8	-6	-3	2.9	0	0.6	3	0.2
29	Cc1ccc(CN(C)C(=O)CC2C(=O)NCCN2CC2CCCCC2)cc1 (configuration not stated)	95	14	2	1.6	2	12	3.8	-20	-2.3	-15	0.7
30	Cc1cccc(OCC(=O)NNC(=O)Cn2c(=O)cnc3ccccc32)c1	82	26	2	-0.2	-6	21	2.3	-6	-4.1	0	0.3
31	Cc1cc(C)cc(NC(=S)N2CCC(N(C)CC3CCCO3)CC2)c1 (configuration not stated)	99	25	-3	-0.4	-1	6	3.5	8	-1.2	2	1.7
32	Cc1cccc2sc(NC(=O)Cn3c(C)csc3=O)nc12	116	20	-3	x	-1	-8	2.1	8	1.2	x	x
33	COc1cccc(NC(=O)N2CCCCCC2)c1	107	3	3	3.1	2	5	0.8	-9	-0.9	0	0.0
34	O=C(CSCC(=O)NC1CCCC1)Nc1ccccc1	99	6	-4	0.0	6	12	4.1	14	-2.3	-11	-2.0
35	O=C(O)CC(C(=O)Nc1ccc(Cl)cc1)N1CCCCCC1 (configuration not stated)	110	3	0	4.2	-3	11	2.1	-2	-2.2	-11	1.2
36	C=CCn1c(NCc2cc(C)ccc2O)nc2ccccc21	101	0	2	-0.3	1	-10	4.8	-7	1.6	179	-1.6
37	CSc1ccc(C2Nc3ccccc3-c3cc(C)nn32)cc1 (configuration not stated)	102	-10	7	1.1	-8	3	-2.1	7	-0.7	3	-0.5
38	COc1ccccc1-n1c(C)c(C(=O)O)c2cc(OC)c3ccccc3c21	102	-14	-1	1.3	-2	7	0.2	4	-1.4	31	-2.2
39	Cc1ccc(-c2nc(N=Nc3ccc(O)cc3)n[nH]2)cc1	99	9	-6	0.5	-11	10	0.0	17	-1.7	6	-2.3
40	COC(C(=O)Nc1ccnn1C1CCN(C(=O)c2ccc(C)cc2)CC1)c1ccccc1 (configuration not stated)	89	-6	3	1.4	-8	11	4.3	-9	-2.1	-1	0.2

Remaining list, next part:
item	Molecule	Pemphigus Ab inh	PfHsp90 set2	HTR5A ag	AddAB inh	PKA-R1A act	OPRM1-OPRD1 inv	phage Ecoli inh	HTR5A inv ctr	MOR-DOR ag	Mot1-301 SUMO	Ecoli viability
41	CN(Cc1cnn(C)c1)C(=O)c1ccc(OC2CCN(CCc3ccccc3)CC2)cc1	92	16	4	-1.4	-11	-37	2.9	-19	5.9	0	-0.4
42	COc1cc(/C=C/c2nc(-c3ccccc3O)n[nH]2)cc(OC)c1OC	99	-33	-2	4.2	-9	-28	6.5	8	5.4	11	-2.2
43	O=c1oc2ccccc2c(N2CCCC2)c1CN1CCCC1	120	23	-3	-0.5	-6	4	5.0	13	-0.6	7	-0.4
44	CC1(C)CC[C@]2(C(=O)n3ccnc3)CC[C@]3(C)[C@H](C(=O)C=C4[C@@]5(C)C=C(C#N)C(=O)C(C)(C)[C@@H]5CC[C@]43C)[C@@H]2C1	x	29	1	x	-2	-22	-6.3	-4	4.5	x	x
45	O=C(NCc1ccco1)c1cc2n(n1)C(C(F)(F)F)CC(c1ccc(Br)cc1)N2 (configuration not stated)	98	-30	3	0.8	-5	-94	4.3	-21	19*	-1	-1.5
46	COc1cc(C(=O)NCCC(=O)NCc2ccc3c(c2)OCO3)cc(OC)c1OC	103	x	-2	1.3	-17	4	0.1	-17	-0.8	-8	-0.2
47	CCCCCN(C(=O)CCC(=O)OCC(=O)N(C)C1CCCCC1)c1c(N)n(CCCC)c(=O)[nH]c1=O	102	11	2	-0.5	4	6	3.4	-5	-1.2	-9	1.7
48	O=C(COC(=O)C1CCN(c2ccc(C(F)(F)F)cn2)CC1)c1cccc(Br)c1	99	2	-6	2.4	-14	14	0.7	15	-2.1	-2	2.0
49	CCc1ccc(CN(C(=O)COc2c(C)cccc2C)C2CCS(=O)(=O)C2)cc1 (configuration not stated)	103	-26	4	3.6	-4	0	-1.2	-9	0.1	-15	-2.1
50	O=C1NC(=S)N(c2cccc(Cl)c2)C12CCCCC2	96	-15	-3	0.2	1	-5	4.7	10	0.9	-9	-0.3
51	Cc1nn(C(C)C(=O)NCC2CCCO2)c(C)c1[N+](=O)[O-] (configuration not stated)	101	-6	-3	-0.1	-1	7	0.4	3	-1.5	3	2.6
52	CC(=O)Nc1ccc(CN2CCN(CC=C(C)C)C(CCO)C2)cc1 (configuration not stated)	91	23	-3	3.7	-4	-1	0.3	-5	0.2	x	0.9

By substructure: the compounds so far containing an aryl thioether with sulfur outside any ring (2)
item	Molecule	Pemphigus Ab inh	PfHsp90 set2	HTR5A ag	AddAB inh	PKA-R1A act	OPRM1-OPRD1 inv	phage Ecoli inh	HTR5A inv ctr	MOR-DOR ag	Mot1-301 SUMO	Ecoli viability
21	CCOC(=O)c1c(CSc2ccc(C)cc2)oc2ccc(O)cc12	102	3	5	2.3	-17	-43	0.8	-13	8.5	-3	0.8
37	CSc1ccc(C2Nc3ccccc3-c3cc(C)nn32)cc1 (configuration not stated)	102	-10	7	1.1	-8	3	-2.1	7	-0.7	3	-0.5
